Source: PubChem BioAssay
GLP1R ag: GLP-1 receptor (human) agonism; P43220; HEK293 GLP-1R CRE-luciferase, luminescence, 4-6 h; cells express a hypersensitive GLP-1R form; Potency, µM (top dose mostly 45.6 µM), without a hit: at the highest dose activation, usual class: activators; 380,000 tested, 0.007% active; AID 624172; also: potency is read from the fitted curve at half-maximal effect; % of control where 0% means no effect
Target sequence (P43220 whole entry, looked up): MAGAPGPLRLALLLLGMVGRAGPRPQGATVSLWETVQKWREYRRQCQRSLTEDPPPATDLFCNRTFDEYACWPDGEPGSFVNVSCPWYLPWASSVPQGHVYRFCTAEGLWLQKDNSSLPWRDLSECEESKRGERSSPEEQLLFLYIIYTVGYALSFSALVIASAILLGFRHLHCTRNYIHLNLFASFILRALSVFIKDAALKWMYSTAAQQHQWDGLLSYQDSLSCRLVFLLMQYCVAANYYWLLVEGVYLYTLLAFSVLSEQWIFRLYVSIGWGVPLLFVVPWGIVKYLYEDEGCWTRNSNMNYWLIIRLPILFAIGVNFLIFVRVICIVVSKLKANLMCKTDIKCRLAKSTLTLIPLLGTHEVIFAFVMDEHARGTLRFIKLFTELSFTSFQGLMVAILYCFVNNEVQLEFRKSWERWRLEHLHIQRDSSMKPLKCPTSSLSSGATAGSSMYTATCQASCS
DRD3 agonist: activates the human D3 dopamine receptor | P35462 | D3R DiscoveRx beta-arrestin cells, luminescence, 90 min | max activation, % | 410,000 tested, 0.58% active; in the data active = max activation above about 30%; also: 0% is about no effect; mostly tested at two doses, the higher about 12 µM
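Cells at 1500/well, incubated overnight, then treated with pinned compounds (dopamine as control) for 90 min at 37 degrees C. DiscoveRx reagent added for 30 - 60 minutes at room temperature; luminescence read.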
aSyn rescue: alpha-synuclein toxicity inhibition in yeast; AID 652106; Potency, µM (doses to about 46.1 µM), without a hit: at the highest dose growth rescue (activation), actives largely listed as activators; Yeast expressing alpha-synuclein, growth rescue, BacTiter-Glo, 24 h; 370,000 tested, 0.14% active; also: potency is read from the fitted curve at half-maximal effect; % of control where 0% means no effect; nearly all actives have a fitted effect of over 65% in size
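Screening used galactose-induced yeast with toxic alpha-synuclein levels, exposed to compound for 24 hr at 30 deg C. Cell growth, read with BacTiter-Glo luminescence, gave the measured signal.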
PTHR1 agonist: activates the human parathyroid hormone receptor PTHR1 | 410,000 tested, 0.075% active | HEK293 GP2 PTHR1 cells, GloSensor cAMP luminescence, 1 h | Q03431 | AID 743266 | Potency, µM (series often up to 115 µM), inactives show at the highest dose activation, most hits filed as activators; also: potency is read from the fitted curve at half-maximal effect; nearly all actives have a fitted effect of over 55% in size; some results filed as inactive show a strong effect at the top dose; inactives centre near -15; many of its hits are not listed in these tables
Target sequence (Q03431 whole entry, looked up): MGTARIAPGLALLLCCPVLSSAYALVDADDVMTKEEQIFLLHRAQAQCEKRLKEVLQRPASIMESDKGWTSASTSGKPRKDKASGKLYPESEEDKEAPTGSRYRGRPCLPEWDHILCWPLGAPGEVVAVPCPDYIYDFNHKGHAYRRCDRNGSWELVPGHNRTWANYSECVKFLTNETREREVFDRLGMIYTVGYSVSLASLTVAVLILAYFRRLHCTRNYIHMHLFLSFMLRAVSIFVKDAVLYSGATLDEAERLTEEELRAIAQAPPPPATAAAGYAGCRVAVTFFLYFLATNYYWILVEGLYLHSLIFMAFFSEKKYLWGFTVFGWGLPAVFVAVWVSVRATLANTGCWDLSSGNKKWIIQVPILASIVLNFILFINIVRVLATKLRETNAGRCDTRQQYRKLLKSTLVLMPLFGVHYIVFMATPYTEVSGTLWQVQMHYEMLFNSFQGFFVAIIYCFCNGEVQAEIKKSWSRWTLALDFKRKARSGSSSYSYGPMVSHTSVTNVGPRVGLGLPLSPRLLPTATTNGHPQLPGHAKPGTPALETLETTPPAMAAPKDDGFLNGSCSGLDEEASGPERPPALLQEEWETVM
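HEK-293-derived GP2 cells expressing PTHR1 and a GloSensor cAMP reporter, 3,000/well, plated overnight, given luciferin plus IBMX (each 0.5 mM as added) for 1 h at 37 °C, then compound for 1 h at 37 °C. Luminescence was read after 15 min at room temperature.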
D3 antag: D3 dopamine receptor (human) antagonism; max response, negative = inhibition, %; D3R cells, DiscoveRx beta-arrestin luminescence, antagonist mode; stronger effect = lower value; 360,000 tested, 2.5% active; AID 652054; P35462; in the data active = max response below about -50%; inconclusive = no clear call, values can overlap the other calls; also: % is scaled to controls: 0 for no effect and ±100 for the full control effect; mostly tested at two doses, the higher about 12 µM
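Cells expressing the human receptor were seeded at 1500 cells/well, incubated overnight at 37 degrees C in 5% CO2, then exposed to library compounds with dopamine controls for 90 minutes at 37 degrees C before luminescent detection.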
HEK293 tox: cytotoxic in the GLP-1 receptor inverse agonist counter-screen; AID 624418; HEK293 cAMP-luciferase reporter cells, luminescence, 24 h; Potency, µM (highest dose often 38.3 µM), for inactives: at the top dose activity change, negative = inhibition, most hits filed as inhibitors; 410,000 tested, 0.13% active;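 also: loss of luciferase light is scored as toxicity; potency is read from the fitted curve at half-maximal effect; % is scaled to controls: 0 for no effect and ±100 for the full control effect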
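Cells in DMEM/10% Nu serum/1% pen-strep, 1536-well format. Pre-incubated 12 h, dosed with 23 nL compound, incubated a further 24 h. Luciferase detection, 12 min at room temp, luminescence.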
KB-V1 cytotox: kills drug-selected multidrug resistant KB-V1 cells | Potency, µM (top dose mostly 46.1 µM), inactives show top-dose activity change, negative = cytotoxicity, usual class: cytotoxic | KB-V1 MDR cells viability, CellTiter-Glo, 72 h | AID 1347076 | 400,000 tested, 3.4% active; also: potency is read from the fitted curve at half-maximal effect; % is scaled to controls: 0 for no effect and ±100 for the full control effect; nearly all actives have a fitted effect of over 60% in size
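Cytotoxicity toward P-gp-expressing KB-V1 cells was determined as loss of CellTiter-Glo luminescence after 72 h at 37 degrees C. Compounds were tested in quantitative HTS format across a concentration range, with curves fitted to normalized data.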
GLP1R inv ag: acts as inverse agonist at human GLP-1 receptor. P43220. HEK293 GLP-1R CRE-luciferase, luminescence, 24 h; GLP-1R form is constitutively active. Potency, µM (series often up to 38.3 µM), for the others: top-dose activity change, negative = inhibition, most hits filed as inhibitors. 410,000 tested, 1.6% active. AID 624417; also: potency is read from the fitted curve at half-maximal effect; % is scaled to controls: 0 for no effect and ±100 for the full control effect; nearly all actives have a fitted effect of over 55% in size
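Readout was luciferase luminescence, measured 12 min after detection reagent at room temperature. Beforehand, GLP-1R reporter HEK293 cells had sat 12 h, then received compounds for 24 hr at 37 deg C.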
TDP-43 yeast inh: TDP-43 toxicity inhibition in yeast | TDP-43 expressing yeast growth rescue, BacTiter-Glo, 24 h | Potency, µM (top dose mostly 46.1 µM), for the others: top-dose growth rescue (activation), actives largely listed as activators | AID 652104 | 410,000 tested, 1.8% active; also: potency is read from the fitted curve at half-maximal effect; % of control where 0% means no effect; nearly all actives have a fitted effect of over 50% in size
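Readout is BacTiter-Glo luminescence of cell growth, so inhibitors register as activators. TDP-43-expressing yeast at OD600=0.02 in galactose medium, after raffinose pregrowth to mid-log, were incubated with compound for 24 hr at 30 deg C.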
Active calls of the source: *; i = inactive; ? = inconclusive; nt = not tested or not shown; & = joins results of further samples; [ ] = dose if it differs, or a comment. Unless noted, calls follow the shape of the dose curve; as a rule, active = well fitted curve in the direction sought with a large enough effect; inconclusive = small, poorly fitted or top-dose-only effect, or another doubt; inactive = no such curve, though single readings can be large; an effect the other way counts as inactive or inconclusive. This is a subset; rates above refer to the full screens.

SMILES	GLP1R ag	DRD3 agonist	aSyn rescue	PTHR1 agonist	D3 antag	HEK293 tox	KB-V1 cytotox	GLP1R inv ag	TDP-43 yeast inh
N#Cc1cccc(C(=O)OCc2cccc(S(=O)(=O)N3CCOCC3)c2)c1	2%	-2	-2%	i	-7	-3%	-8%	7%	-16%
CCOC(=O)/C(C#N)=C/c1ccc(N2CCN(Cc3ccccc3)CC2)cc1	3%	-6	-6%	-21%	-12	0%	-4%	-3%	-13%
O=C(O)COC(=O)C1C(c2ccccc2)C(C(=O)O)C1c1ccccc1 (stereo not drawn)	-1%	-14	-3%	i	?	-3%	9%	10%	-26%
O=C(NCc1ccccc1Cl)c1ccc(CS(=O)Cc2ccc(Cl)cc2)o1 (stereo not drawn)	11%	0	8%	-18%	2	-3%	?	?	8%
O=C(CCc1nc2ccccc2s1)OCC(=O)c1ccccc1	-2%	-2	4%	i	-5	-2%	0%	18%	17%
Cc1ccc(C(=O)c2cn(Cc3ccccc3)c3cc4c(cc3c2=O)OCCO4)cc1	nt	-20	nt	i	nt	-6%	-7%	-27%	-4%
CCCCCc1nc2c(=O)n(C)c3ccccc3c2o1	16%	-10	0%	-7%[57.5 µM]	24	-2%	-8%	2%	?
COc1ccc(CCNC(=O)Cc2c(C)c3c(cc(C)c4c(C)coc43)oc2=O)cc1OC	nt	3	nt	i	nt	19%	nt	4%	7%
CCc1nnc(SCc2nc(-c3ccc(OC)c(OC)c3)oc2C)c2cc3sc(C)cc3n12	nt	-14	nt	?	nt	3%	nt	14%	10%
COc1ccc([N+](=O)[O-])cc1NC(=O)Cn1ccc(C(F)(F)F)n1	10%	-1	7%	-1%	-11	-6%	?	9%	26%
COc1ccc(-c2ccc3c(c2)S(=O)(=O)c2cccc(C(=O)NCCOc4ccccc4)c2C3=O)cc1OC	6%	29	0%	-32%	84	11%	-13%	7%	9%
CCc1nnc(NC(=O)COC(=O)CN2C(=O)c3ccccc3C2=O)s1	0%	4	-10%	-3%	-16	-1%	3%	35%[activator]	-13%
COc1ccc(C(=O)N/N=C(/C)c2cccc(NC(=O)c3ccccc3F)c2)cc1	-5%	6	2%	-8%	8	-16%	-11%	7%	13%
COc1ccc(NC(=O)CSc2nc3[nH]c(=O)[nH]c(=O)c3s2)cc1OC	1%	20	-9%	-15%	6	-13%	0%	2%	-23%
COc1cc(C2C(C(=O)Nc3ccc(Cl)cc3)=C(C)Nc3nc(SC)nn32)cc(OC)c1OC (stereo not drawn)	nt	3	nt	i	nt	20%	2%	15%	10%
O=C(CC1CCCCC1)Nc1c2c(nn1-c1ccc(F)cc1)CS(=O)(=O)C2	0%	-11	0%	i	14	-2%	-5%	-1%	-9%
O=C(NCC(c1ccco1)N1CCc2ccccc2C1)c1cccc(F)c1 (stereo not drawn)	-3%	-7	3%	i	-30	9%	-4%	?	14%
Cc1ccc(NC(=S)Nc2ccc(Cl)c(Cl)c2)c(OC(F)F)c1	-9%	-1	-57%[inhibitor]	-38%[inhibitor]	48	?	18µM*	-1%	-91%[inhibitor]
CCc1nnc(NC(=O)CSc2nc3[nH]c(=O)cc(O)c3s2)s1	-15%	-2	6%	i	-10	-3%	5%	-19%	0%
Cc1c(OCC(=O)N2C[C@H]3C[C@@H](C2)c2cccc(=O)n2C3)ccc2c3c(c(=O)oc12)CCCC3	8%	-22	-1%	-37%[inhibitor]	0	23%	0%	25%	1%
CCS(=O)(=O)N1CCC(C(=O)NCc2cc(OC)ccc2OC)CC1	-4%	8	0%	-1%[57.5 µM]	-14	2%	-8%	1%	-21%
CCS(=O)(=O)c1ccc(C=NNc2nc3ccccc3o2)cc1	-2%	-13	-2%	-32%[inhibitor]	-17	-23%	18µM*	-12%	17%
Cc1cccc(/C=N/NC(=O)Cn2nnnc2N)n1	1%	7	-7%	9%	-11	1%	?	-18%	?
Cc1nn(C)c(C)c1S(=O)(=O)N1CCC(C(=O)NCC2COc3ccccc3O2)CC1 (stereo not drawn)	1%	4	-9%	i	9	4%	-10%	7%	14%
Cn1c(=NC(=O)COc2ccccc2)sc2cccc(F)c21	-3%	4	9%	i	2	-1%	0%	1%	10%

By substructure: those above with a cyano group
SMILES	GLP1R ag	DRD3 agonist	aSyn rescue	PTHR1 agonist	D3 antag	HEK293 tox	KB-V1 cytotox	GLP1R inv ag	TDP-43 yeast inh
N#Cc1cccc(C(=O)OCc2cccc(S(=O)(=O)N3CCOCC3)c2)c1	2%	-2	-2%	i	-7	-3%	-8%	7%	-16%
CCOC(=O)/C(C#N)=C/c1ccc(N2CCN(Cc3ccccc3)CC2)cc1	3%	-6	-6%	-21%	-12	0%	-4%	-3%	-13%

Additional entries:
SMILES	GLP1R ag	DRD3 agonist	aSyn rescue	PTHR1 agonist	D3 antag	HEK293 tox	KB-V1 cytotox	GLP1R inv ag	TDP-43 yeast inh
CCn1c(=O)cc(SCC(=O)NCCc2cccc(C)c2)c2ccccc21	nt	-1	nt	-8%	nt	0%	-17%	-14%	1%
O=C(Nc1cccc(S(=O)(=O)N2CCCC2)c1)[C@@H]1O[C@H](CO)[C@@H](O)[C@H]1O	-6%	3	-2%	i	5	1%	4%	2%	?
OCCN1CCN(C(=S)c2ccc(Cl)cc2)CC1	4%	-10	0%	i	6	21%	2%	?	12%
CC(C)CC1C(=O)N(Cc2cn(CCC3OCCCO3)nn2)CCS(=O)(=O)N1Cc1ccc(-c2ccncc2)cc1 (stereo not drawn)	7%	-6	-8%	-37%	-12	-1%	-6%	11%	-6%
CNC(=O)C1=C(C)NC(=S)NC1c1cccs1 (stereo not drawn)	5%	12	-5%	i	1	9%	6%	-8%	-10%
CCN(CC)C(=O)Cn1cnc([N+](=O)[O-])n1	-1%	-4	-14%	i	-8	-3%	3%	2%	3%
CC(=O)c1cccc(NC(=S)NC(=O)c2cccc(Cl)c2)c1	19%	-8	-15%	-11%	?	?	0%	?	17%
COc1cccc(CN2C(=O)N(c3ccc(C)cc3)C(=O)C2CC(=O)Nc2cc(OC)cc(OC)c2)c1 (stereo not drawn)	nt	3	nt	i	nt	-11%	nt	?	-9%
COC(=O)C1=C[C@@H](C(=O)OC)[C@@H]2C3=C(C(=O)C2(C)C)[C@H](c2ccccc2)[C@@H]2C(=O)N(C)C(=O)[C@@H]2[C@@H]3C1	-5%	5	-1%	-12%	0	0%	?	4%	17%
Cc1cc(C)c(N=C2CCCN2Cc2ccccc2)c(C#N)c1	5%	1	1%	-7%[57.5 µM]	40	4%	-25%	?	-4%
COc1ccc(NC(=O)Cn2nnc(C(=O)Nc3ccc(F)c(Cl)c3)c2N)cc1OC	2%	5&1	-1%	-15%	-4	26%&3%	4%	18%&0%	4%&19%
Cc1ccc(OCc2nnc(SCC(=O)C(C)(C)C)n2Cc2ccco2)cc1	13%	-6	15%	-11%	-7	14%	?	2µM*	14%
NC(=O)C1CCN(CC(O)CSc2ccccc2)CC1 (stereo not drawn)	-4%	-2	0%	-8%	-20	0%	0%	0%	0%
Cc1ccc(Cn2cc(C(=O)NN)c(=O)c3ccc(F)cc32)cc1	-1%	-3	-2%	i	-14	-25%	-9%	?	11%
CCCSc1nnc(NC(=O)Nc2ccccc2OC)s1	4%	-2	3%	-11%	-30	4%	-11%	-22%	15%
COc1ccc(Cl)cc1NC(=O)CCS(=O)(=O)c1ccc(Br)cc1	-6%	-12	18%	-76%[inhibitor]	10	-5%	-13%	?	22%
CN(C)CCCN(C(=O)c1ccc(S(=O)(=O)N2CCCCCC2)cc1)c1nc2cc3c(cc2s1)OCO3	5%	-3	12%	i	-6	-25%	18%	10µM*	1%
CC(C)N(C(=O)CSc1nc2ccc(Cl)cc2[nH]1)c1ccccc1	nt	-2	nt	-24%	nt	0%	nt	?	35µM*
COc1ccc(OC)c(-c2cn(S(=O)(=O)c3ccccc3)nc2N)c1	9%	-8	-1%	i	12	-14%	?	0%	-19%
CC(CC(=O)Nc1ccc2c(c1)c(=O)n(C)n2-c1ccccc1F)c1ccccc1 (stereo not drawn)	-2%	-22	-3%	i	-90*	-30%	?	?	21%
CCn1cc(CN(C)C(=O)CSc2nc(-c3ccco3)cc(C(F)(F)F)n2)c(C)n1	2%	5	13%	-24%[57.5 µM]	35	?	?	-19%	1%
CCOC(=O)C1CCN(Cc2cc(=O)oc3cc(C)ccc23)CC1	12%	9	0%	i	-2	2%	29%	-12%	17%
COc1ccc(OC)c(/C=C/C(=O)OCC(=O)NC2CCCCCCC2)c1	19%	-2	6%	-21%	-3	5%	4%	?	15%
CN(c1ccccc1)S(=O)(=O)c1ccc(C(=O)Nc2ccncc2)cc1	7%	-9	-15%	-36%[inhibitor]	-24	-6%	?	?	2%
O=C(c1ccccc1)c1cccs1	0%	7	-2%	i	-2	-6%	5%	3%	-6%[0.397 µM]
COc1ccccc1N(CC(O)CN1C(C)CCCC1C)S(=O)(=O)c1ccccc1 (stereo not drawn)	0%	-2	-4%	27%	-7	12%	-17%	?	4%
Cc1cc(=O)[nH]c2nnc(SCc3c(F)cccc3Cl)n12	nt	-19	nt	?	nt	-11%	nt	0%	8%
CC(=O)c1ccc(N2CCN(S(=O)(=O)c3cc4[nH]c(=O)c(=O)[nH]c4cc3C)CC2)cc1	-4%	6&4	-2%	i	19	-5%&6%	44%&4%	22%&20%	7%&24%
CC(C)c1ccc(NC(=O)Cc2cn(C)c3ccccc23)cc1	15%	-3	1%	-9%	-6	-17%	-7%	?	-10%
NC(=O)C1CCCN(C(=O)Nc2cccc3ccccc23)C1 (stereo not drawn)	3%	-5	-2%	i	-12	13%	-3%	30%	-16%
